Source: PubChem BioAssay
GSK3B inh – inhibitors of human GSK3beta kinase; P49841; GST-GSK3beta kinase, ADP-Glo luminescence, 60 min; active compounds read low; activity score (negative = inhibition), % at 10 µM; 300,000 tested, 0.038% active; AID 2097;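 active = more than half of replicate wells score below -50%, meaning over 50% inhibition versus plate controls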;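 note: 0% = median DMSO wells and -100% = median GW8510 positive control wells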
Target sequence (P49841 whole entry, looked up): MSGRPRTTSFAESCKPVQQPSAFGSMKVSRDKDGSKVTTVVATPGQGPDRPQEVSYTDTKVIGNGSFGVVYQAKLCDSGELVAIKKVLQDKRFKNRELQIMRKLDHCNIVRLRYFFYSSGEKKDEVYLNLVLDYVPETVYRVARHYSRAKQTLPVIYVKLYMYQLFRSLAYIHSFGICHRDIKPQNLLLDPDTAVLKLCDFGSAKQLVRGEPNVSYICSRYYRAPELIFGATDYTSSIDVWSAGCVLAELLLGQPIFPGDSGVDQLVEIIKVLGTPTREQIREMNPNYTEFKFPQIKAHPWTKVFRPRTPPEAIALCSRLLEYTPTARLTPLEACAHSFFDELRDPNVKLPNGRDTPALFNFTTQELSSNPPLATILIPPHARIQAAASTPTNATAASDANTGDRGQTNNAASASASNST
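Test system: GST-tagged human GSK3beta kinase, cell-free; evaluation: activity score scaled between in-plate DMSO and GW8510 controls; measured by: ADP-Glo luminescence; incubation: 60 min reaction, RT; benchmarks: DMSO and 20 µM GW8510; reagent: peptide substrate plus 25 µM ATP (final); medium: Tris/MgCl2 kinase buffer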
HSP90 inh – blocks HSP90-mediated luciferase refolding in reticulocyte lysate; Rabbit reticulocyte lysate, luciferase refolding luminescence, 3 h; inhibition, % at 5.6 µM; 290,000 tested, 0.91% active; AID 1789;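 active = inhibition above the screen-wide mean plus 3 SD, computed separately per campaign, cut at about 16% in these data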;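 note: 0% = DMSO wells and 100% = 60 µM geldanamycin wells; inhibitors lower the luminescence because luciferase stays unfolded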
HDAC3 inh – blocks human histone deacetylase 3. O15379. recombinant HDAC3, fluorogenic peptide/trypsin coupled, fluorescence. inhibition, % at 8.3 µM. 320,000 tested, 0.15% active; in the data active = inhibition above about 26%, passing the limit was not always enough
Target sequence (O15379 whole entry, looked up): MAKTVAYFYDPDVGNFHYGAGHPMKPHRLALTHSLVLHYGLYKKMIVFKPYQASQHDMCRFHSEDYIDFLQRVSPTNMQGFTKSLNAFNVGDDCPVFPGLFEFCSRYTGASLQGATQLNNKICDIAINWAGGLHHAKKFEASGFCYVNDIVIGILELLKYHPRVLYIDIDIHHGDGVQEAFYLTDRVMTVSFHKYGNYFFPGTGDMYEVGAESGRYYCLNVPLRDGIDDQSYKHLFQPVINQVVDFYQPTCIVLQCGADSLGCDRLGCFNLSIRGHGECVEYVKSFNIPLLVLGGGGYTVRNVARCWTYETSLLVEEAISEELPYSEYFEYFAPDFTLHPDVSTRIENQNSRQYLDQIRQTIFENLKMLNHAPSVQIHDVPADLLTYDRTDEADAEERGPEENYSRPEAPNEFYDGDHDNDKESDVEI
DYRK1A inh – Dyrk1A (rat) kinase inhibition; inhibition, % at 12.5 µM; AID 504441; ADP-Glo luminescence, NFATc1 peptide; Q63470; 310,000 tested, 0.43% active; in the data active = inhibition above about 50%;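 note: plate controls were vehicle with enzyme for no effect and no enzyme for full effect; many of its hits are not listed in these tables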
HSF1 inhib – HSF1 inhibition | NIH3T3-HGL HSE-luciferase, MG132-induced, luminescence 8 h; active compounds read low | activity change, negative = inhibition, % at 7.5 µM (by protocol) | 300,000 tested, 0.77% active;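 active = more than half of replicate wells show activity change below -50%, luminescence cut by over half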;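 note: luciferase reports HSF-1 transcriptional activity via heat shock element; 0% = median of DMSO wells and -100% = zero luminescence signal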
GSK3 alpha inh – human GSK-3 alpha kinase inhibition; inhibition, % at 10 µM; 320,000 tested, 0.1% active; P49840; ADP-Glo luminescence, 60 min;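 in the data active = inhibition above about 50%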;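 note: GST-tagged GSK-3 alpha with peptide substrate and 25 µM ATP; 0% = DMSO neutral wells and 100% = GW8510 positive control wells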
Platelet DG rel – platelet dense granule release activity; human platelet-rich plasma, SFLLRN dense granule ATP release, luminescence; inhibition, %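 (compounds screened at 7.5 µM in platelet-rich plasma)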; 300,000 tested, 0.22% active;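 active = mean replicate score, as percent of positive control, at or above 50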
HSF-1 act – increases HSF-1 driven luciferase reporter signal; NIH3T3-HGL HSF-1 luciferase reporter, MG132, 8 h; 100% = twice DMSO control signal; activation, % at 9 µM; 300,000 tested, 1.7% active;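 active = mean replicate activation of at least 50% with a set share of replicates each reaching 50%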;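 note: 0% = median of the neutral control wells and 100% = twice that signal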
PolyA inhibitor – inhibitors of polyadenylation in S. cerevisiae; S. cerevisiae SKY197-pL101 polyadenylation reporter, beta-gal luminescence; efflux-impaired pdr1/pdr3 knockout yeast; score 100 = 6 SD above DMSO; calls only at 12 µM; 300,000 tested, 0.02% active;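 active = lowest replicate activity score at least 50, where 100 means six control SD above control mean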;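 note: yeast exposed to compound for 9 h at 30 °C; higher score means more reporter readthrough which indicates perturbed polyadenylation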
AI-2 QS modul – modulators of Vibrio harveyi AI-2 quorum sensing system; activity change, % at 7.5 µM; Vibrio harveyi JMH597 AI-2 luminescence/OD600 ratio, 9 h; active compounds read low; strain lacks LuxN and CqsS sensors; 0 = neutral-control median; AID 2094; 300,000 tested, 0.4% active; in the data active = activity change below about -75%, passing the limit was not always enough;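 note: luminescence divided by OD600 gain over 9 h not by final OD600 alone; inactives centre near 13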
* marks the source's active call; other numbers are inactive results; i = inactive; · = no result given. The list is partial, so the mix of outcomes need not match the whole.

The first ten compounds, ahead of the listing:
SMILES	GSK3B inh	HSP90 inh	HDAC3 inh	DYRK1A inh	HSF1 inhib	GSK3 alpha inh	Platelet DG rel	HSF-1 act	PolyA inhibitor	AI-2 QS modul
COc1ccc(S(=O)(=O)NC(C(C)C)C(C)C)cc1OC	-0.8	2.4	1.1	1.4	3.1	-3.2	-14.1	5.8	i	-5.4
CCOC(=O)c1ccccc1NC(=S)N1CCN(C2CCCCC2)CC1	0.2	0.9	7.0	20.1	·	-0.1	-2.3	·	i	29.0
Cc1nc2[nH]c(=O)c3c(n2n1)NC1=C(C(=O)CC(C)(C)C1)C3c1ccccc1 (stereo not given)	1.1	1.0	-53.1	2.3	-2.4	-4.1	8.2	-9.5	i	5.8
O=C(Nc1ccc(S(=O)(=O)C(F)F)cc1)c1cccc(S(=O)(=O)N2CCOCC2)c1	4.4	-1.5	-2.9	6.3	6.9	1.0	-1.6	-10.3	i	5.9
CCOc1ccccc1Oc1cn[nH]c1-c1ccc(OC)cc1O	0.5	-5.2	8.9	16.6	5.4	2.0	-9.7	5.9	i	17.3
COCCCNC(=O)CSc1c2c(nc3ccc(Cl)cc13)CCCC2	1.7	8.4	-1.6	24.7	36.7	·	-1.3	39.5	i	20.3
COc1ccccc1NC(=O)C1CCCN(c2ncnc3c2nc2n3CCCCC2)C1 (stereo not given)	0.6	-4.6	-3.8	-4.4	6.5	-0.6	0.9	25.5	i	21.7
CCOC(=O)C1CCN(CCC(=O)Nc2ccccc2)CC1	2.2	0.1	-1.2	-2.9	4.9	-1.0	3.0	35.3	i	-5.7
O=C(CCl)N1CCN(CC(=O)N2CCCC2)CC1	0.7	-3.8	-6.0	-2.1	3.9	-3.9	11.5	-1.5	i	55.1
COc1ccc(C(=O)C(CO)Oc2ccccc2OC)cc1OC (stereo not given)	0.4	0.5	-9.5	33.0	-4.0	-0.3	-3.1	-6.7	i	19.4

Main list, from the first entry:
SMILES	GSK3B inh	HSP90 inh	HDAC3 inh	DYRK1A inh	HSF1 inhib	GSK3 alpha inh	Platelet DG rel	HSF-1 act	PolyA inhibitor	AI-2 QS modul
COc1ccc(S(=O)(=O)NC(C(C)C)C(C)C)cc1OC	-0.8	2.4	1.1	1.4	3.1	-3.2	-14.1	5.8	i	-5.4
CCOC(=O)c1ccccc1NC(=S)N1CCN(C2CCCCC2)CC1	0.2	0.9	7.0	20.1	·	-0.1	-2.3	·	i	29.0
Cc1nc2[nH]c(=O)c3c(n2n1)NC1=C(C(=O)CC(C)(C)C1)C3c1ccccc1 (stereo not given)	1.1	1.0	-53.1	2.3	-2.4	-4.1	8.2	-9.5	i	5.8
O=C(Nc1ccc(S(=O)(=O)C(F)F)cc1)c1cccc(S(=O)(=O)N2CCOCC2)c1	4.4	-1.5	-2.9	6.3	6.9	1.0	-1.6	-10.3	i	5.9
CCOc1ccccc1Oc1cn[nH]c1-c1ccc(OC)cc1O	0.5	-5.2	8.9	16.6	5.4	2.0	-9.7	5.9	i	17.3
COCCCNC(=O)CSc1c2c(nc3ccc(Cl)cc13)CCCC2	1.7	8.4	-1.6	24.7	36.7	·	-1.3	39.5	i	20.3
COc1ccccc1NC(=O)C1CCCN(c2ncnc3c2nc2n3CCCCC2)C1 (stereo not given)	0.6	-4.6	-3.8	-4.4	6.5	-0.6	0.9	25.5	i	21.7
CCOC(=O)C1CCN(CCC(=O)Nc2ccccc2)CC1	2.2	0.1	-1.2	-2.9	4.9	-1.0	3.0	35.3	i	-5.7
O=C(CCl)N1CCN(CC(=O)N2CCCC2)CC1	0.7	-3.8	-6.0	-2.1	3.9	-3.9	11.5	-1.5	i	55.1
COc1ccc(C(=O)C(CO)Oc2ccccc2OC)cc1OC (stereo not given)	0.4	0.5	-9.5	33.0	-4.0	-0.3	-3.1	-6.7	i	19.4
Cc1c(C(=O)NC2CCOC2)oc2c(F)cccc12 (stereo not given)	-4.4	2.8	-5.8	-2.5	44.6	-2.7	-27.4	47.0	i	7.7
Cc1ccc2[nH]c(=O)c(CN(C(=O)c3cccc([N+](=O)[O-])c3)C(C)C)cc2c1	2.1	-2.4	8.2	-3.5	-56.7*	-0.8	12.5	-66.0	i	16.5
CCn1ccnc1CN(C)C(=O)c1cc(COc2c(F)cccc2F)on1	2.9	-0.5	1.1	-43.5	5.3	-0.2	3.0	-3.3	i	20.5
C=C1CCN([C@@H](Cc2ccccc2)C(=O)NCc2ccccc2)S(=O)(=O)c2ccccc21	-2.1	·	6.1	49.8	-7.2	-2.0	3.2	-22.8	i	13.9
Cc1c(NC(=O)COC(=O)c2cc3c4ccccc4n(C)c3s2)c(=O)n(-c2ccccc2)n1C	-0.9	0.9	0.8	-4.1	-2.3	-1.6	5.5	19.9	i	10.8
O=C(N/N=C/c1ccccc1)C(=O)N/N=C/c1ccccc1	-1.8	2.0	-1.0	12.9	4.5	0.2	9.1	1.8	i	14.1
COc1ccc(-c2nnc(SCc3ccccn3)n2C)cc1	1.6	7.4	0.6	-1.0	1.2	-0.7	-2.6	1.4	i	16.4
CN(c1c[nH]c(=O)[nH]c1=O)C1CCCCC1	5.7	-2.3	-5.9	-0.6	2.5	-1.7	3.9	-11.6	i	12.7
O=C(CCNC(=O)c1ccc([N+](=O)[O-])cc1)Nc1ccc(F)cc1F	0.5	1.4	-0.6	-4.4	3.4	10.4	0.9	0.9	i	26.6
Cc1nn(CC(=O)Nc2ccc(N(C)C)cc2)c(C)c1[N+](=O)[O-]	1.5	4.9	2.4	-5.0	4.8	-4.9	7.7	10.4	i	10.7
C/C(=N\NC(=O)c1cccc(S(=O)(=O)N2CCCC2)c1)c1ccc(OCC(=O)N(C)C)cc1	1.4	·	6.4	2.2	1.1	-0.5	-0.5	-12.2	i	22.4
C/C(=N\NC(=O)c1cccc2ccccc12)c1ccccn1	0.8	-2.3	·	4.4	4.8	·	0.3	-4.8	i	62.9
COc1ccc(OC)c(C(=O)COC(=O)CNC(=O)c2ccccc2)c1	0.8	-2.3	-0.5	0.8	10.2	3.9	-3.9	10.5	i	29.4
COCCCNC(=O)C1CCN(C(=O)c2cc3sccc3n2Cc2ccc(F)cc2)CC1	0.6	1.7	2.0	-2.2	6.5	-1.8	4.2	1.0	i	9.7
CC(C)Oc1ccc(C2CC(=O)N(c3ccc(N(C)C)cc3)C2=O)cc1 (stereo not given)	1.2	-4.0	-3.1	5.8	1.3	0.0	-5.6	-1.7	i	20.2
CSCCC(NC(=O)COc1ccccc1)C(=O)N(C)CC(=O)Nc1c(C)cccc1C (stereo not given)	1.4	·	7.0	7.3	-1.4	-2.5	4.3	-5.6	i	13.6
COc1ccc(CC(=O)Nc2sccc2C#N)cc1S(=O)(=O)N1CCOCC1	-11.2	·	9.4	3.2	-0.4	1.9	5.2	-12.0	i	13.1
O=C(C[n+]1cc(-c2ccc(Cl)cc2)n2c1CCC2)N1c2ccccc2Sc2ccccc21	-4.5	4.7	3.4	-0.4	-1.0	6.2	9.3	-3.3	i	34.7
O=C(COC(=O)c1ccncc1)c1ccccc1	0.8	-0.3	-4.8	·	0.6	0.7	-27.3	4.1	i	-12.2
O=C(C1CCN(S(=O)(=O)c2cnc[nH]2)CC1)N1CCn2c1nc1ccccc12	0.7	1.2	-0.5	-2.4	-5.1	4.9	-2.7	-4.2	i	14.2
CC(NC(=O)CSCc1ccc(Br)cc1)c1ccccc1 (stereo not given)	2.8	3.2	4.4	-1.3	-1.2	-1.5	14.1	-3.9	i	8.3
C=CCNC(=S)N/N=C/c1ccc(C(C)(C)C)cc1	-1.2	1.3	·	3.1	-0.6	·	-4.0	4.0	i	-19.7
CCCCOc1ccc(/C=c2\sc3ncnn3c2=O)cc1	0.9	4.5	-1.0	1.9	-4.4	-10.1	-2.2	-8.1	i	-21.2
CC1CCCC(NC(=O)CC2Nc3ccccc3NC2=O)C1C (stereo not given)	2.9	-1.0	0.2	-1.6	3.7	-1.6	-4.2	-13.9	i	10.5
CCN(CC)CCCN(Cc1cc2cc3c(cc2[nH]c1=O)OCO3)C(=S)Nc1ccccc1	-0.6	1.2	3.4	21.2	-0.9	0.0	5.6	-15.2	i	5.6
CCN(CC)S(=O)(=O)c1cc(NC(=O)c2cccc(N3C(=O)CCC3=O)c2)ccc1Cl	-1.1	·	·	11.8	-3.1	-1.7	4.8	-0.9	i	4.8
Cc1ccc(NC(=O)c2cc(C(=O)Nc3ccc(C)cc3)n(C)n2)cc1	1.2	·	-32.9	-1.5	-7.1	-0.1	-13.4	2.8	i	5.7
CC(Oc1ccc(Br)cc1)C(=O)N(C)CC(=O)Nc1ccc(N2CCOCC2)cc1 (stereo not given)	3.4	·	9.2	-6.6	-10.6	-4.1	4.8	-3.3	i	23.1
COc1ccccc1N1CCN(S(=O)(=O)/C=C/c2ccccc2)CC1	-1.9	7.2	3.9	-1.1	5.1	-1.4	11.5	-12.9	i	30.0
CC1CCCCN1C(=O)Cn1c(=O)n(CCC(=O)NCc2ccco2)c(=O)c2sccc21 (stereo not given)	0.4	1.4	-6.3	-0.6	-5.5	·	4.3	-9.9	i	31.6
O=C1CN(C(=O)CC2c3ccccc3-c3ccccc32)CC(=O)N1	-2.5	-1.4	1.2	1.4	3.8	-4.1	3.5	-19.9	i	43.6
CCOc1ccccc1-c1cc(-c2n[nH]c(=S)n2CC)c2ccccc2n1	1.6	2.2	8.0	8.9	-1.5	-0.3	9.9	-24.0	i	0.5
COC(=O)C1C/C(=N\NS(=O)(=O)c2ccc(C)cc2)c2ccccc2C1 (stereo not given)	2.2	-1.2	-9.2	-4.9	-3.9	2.2	-6.5	2.7	i	23.4
Cc1ccc(NC(=O)C2CCCN(S(=O)(=O)c3ccc4c(c3)oc(=O)n4C)C2)nc1 (stereo not given)	-1.0	1.7	0.8	17.6	-0.4	0.6	5.8	-6.5	i	20.9
Cc1ccc(C(=O)Nc2sc(C(=O)N(C)C)c(C)c2C#N)cc1	-0.3	0.1	2.3	-3.3	9.2	-4.1	20.0	1.5	i	21.5
CCc1c(C#N)c(SCCC(=O)Nc2ccc(C)cc2)nc2c1C(=O)CC(C)(C)C2	2.3	1.8	4.8	7.6	0.6	-0.4	8.7	5.3	i	10.5
